# High-throughput results from PubChem BioAssay.
# A-T KAP1 phos: potential ataxia-telangiectasia treatments restoring KAP-1 phosphorylation | […] A-T fibroblasts, KAP-1 phosphorylation AlphaLISA; neocarzinostatin DNA damage 30 min before lysis | Potency, µM (titrated, usually from 57.5 µM), without a hit: at the highest dose activation, most hits filed as activators | 320,000 tested, 0.19% active | AID 485349; also: potency is read from the fitted curve at half-maximal effect; % of control where 0% means no effect; nearly all actives have a fitted effect of over 45% in size
#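 ATM-like activity read as KAP-1 phosphorylation via AlphaLISA donor/acceptor antibody pairs after lysis and 6 hr at 25C. Cells were ATM-null patient fibroblasts ([…], hTERT), dosed 60 min, then exposed to the DSB inducer NCS for 30 min.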
# GALK inhibitor: inhibitors of human galactokinase | 270,000 tested, 0.007% active | P51570 | Potency, µM (top dose mostly 57.5 µM), without a hit: top-dose activity change, negative = inhibition, most hits filed as inhibitors | Purified GALK, Kinase-Glo residual ATP luminescence; also: potency is read from the fitted curve at half-maximal effect; % is scaled to controls: 0 for no effect and ±100 for the full control effect
# Target sequence (P51570 whole entry, looked up): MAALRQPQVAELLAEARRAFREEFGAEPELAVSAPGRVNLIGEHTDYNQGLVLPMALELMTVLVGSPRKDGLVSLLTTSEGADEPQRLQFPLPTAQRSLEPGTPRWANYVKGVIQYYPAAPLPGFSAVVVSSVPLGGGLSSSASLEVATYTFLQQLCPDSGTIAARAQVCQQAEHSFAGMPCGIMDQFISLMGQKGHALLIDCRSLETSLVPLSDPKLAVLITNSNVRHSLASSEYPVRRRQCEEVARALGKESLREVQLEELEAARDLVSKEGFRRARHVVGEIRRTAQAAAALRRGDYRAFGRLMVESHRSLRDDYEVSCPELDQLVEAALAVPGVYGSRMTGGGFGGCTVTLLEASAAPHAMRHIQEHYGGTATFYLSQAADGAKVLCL
#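 5 nM enzyme, 35 uM ATP, 100 uM galactose, 20 mM HEPES pH8.0, 5 mM MgCl2; 1 h RT; residual ATP by Kinase-Glo Plus luminescence, qHTS format.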
# KCNH2 WT inh: KCNH2 (human, wildtype) channel inhibition; 340,000 tested, 0.37% active; activity change, % at 1.84 µM; U2OS, BacMam KCNH2, thallium flux FluxOr; active compounds read low; Q12809;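 active = maximum activity change below -70%; inconclusive = maximum activity change between -70% and -50%; inactive = maximum activity change above -50%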; also: % is scaled to controls: 0 for no effect and ±100 for the full control effect
#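 U2OS cells were transduced with wild-type KCNH2 virus (2.03 x 10^8 / mL) for 4 h at room temperature, then cultured overnight at 37 C. Thallium flux was read with FluxOr dye. Rate constants were normalized to DMSO controls.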
# FBPA coupling cs: coupling enzyme interference in Giardia aldolase counter-screen; coupling enzyme system counterscreen, AmpLite Red fluorescence; activity change, negative = inhibition, % at 58.2 µM, hits read low; 290,000 tested, 0.67% active; AID 2472; in the data active = activity change below about -30%; also: % is scaled to controls: 0 for no effect and ±100 for the full control effect
#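 First, compound is pin-transferred into glyceraldehyde-3-phosphate coupling-enzyme reagent at 57.5 uM final and held 10 min at RT. Next, substrate, coupling system and AmpLite Red are added. After 20 min RT, fluorescence (525/598 nm) is read.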
# a7 integrin act: integrin-mediated muscular dystrophy alleviation activation; alpha7betagal myoblasts, beta-gal FDG fluorescence, 48 h; Potency, µM (titrated, usually from 38.3 µM), for inactives: at the top dose activation, usual class: activators; 350,000 tested, 0.064% active;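 also: potency is read from the fitted curve at half-maximal effect; 100% = response of the positive control SU9516; nearly all actives have a fitted effect of over 60% in size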
#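 Alpha7betagal+/- myoblasts (passage 13) were plated 16-24 hr, then exposed to compounds (1:260 dilution of DMSO stock) for 48 hours at 37C. After MPER lysis, β-galactosidase reporter activity was read as FDG fluorescence (ex 480/em 540) after 30 minutes.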
# MBNL1 CUG block: MBNL1-poly(CUG) RNA binding inhibition; Q9NR56; TR-FRET MBNL1-His/biotin-(CUG)12 binding, 665/545 ratio; Potency, µM (series often up to 57.5 µM), for the others: at the top dose activity change, negative = inhibition, usual class: inhibitors; 280,000 tested, 0.036% active; AID 2675; active = well fitted inhibition curve with a large enough effect in the signal ratio, with a control signal flat, not every such curve was filed as active; inconclusive = small, poorly fitted or top-dose-only effect, or effect the other way, or a change in a side signal; inactive = no such curve, though single readings can be large or run the other way; the % refers to the signal ratio; also: potency is read from the fitted curve at half-maximal effect; % is scaled to controls: 0 for no effect and ±100 for the full control effect
# Target sequence (Q9NR56 whole entry, looked up): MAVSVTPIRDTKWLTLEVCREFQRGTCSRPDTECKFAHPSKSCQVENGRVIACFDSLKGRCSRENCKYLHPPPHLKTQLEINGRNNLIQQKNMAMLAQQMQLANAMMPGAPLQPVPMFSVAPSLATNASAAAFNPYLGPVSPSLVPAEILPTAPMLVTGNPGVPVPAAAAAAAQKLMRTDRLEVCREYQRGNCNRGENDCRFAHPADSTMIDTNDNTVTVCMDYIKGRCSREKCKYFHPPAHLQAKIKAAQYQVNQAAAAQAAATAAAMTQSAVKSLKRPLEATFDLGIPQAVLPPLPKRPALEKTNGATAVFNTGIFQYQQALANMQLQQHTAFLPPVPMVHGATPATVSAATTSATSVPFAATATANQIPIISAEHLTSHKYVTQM
#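 Compound titration spanned 92 nM–58 uM against the MBNL1-His/biotin-(CUG)12 complex. After 60 min at room temperature with 5 nM streptavidin-XL665 and 0.055 ng/ul terbium anti-His, ratiometric 665/545 nm emission (Ex 340 nm) normalized to controls.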
# CXXC DNA block: inhibitors of human MLL CXXC domain-DNA interaction. Potency, µM (titrated, usually from 115 µM), for the others: top-dose activity change, negative = inhibition, actives largely listed as inhibitors. 290,000 tested, 0.037% active. MLL-CXXC / FITC-HOXA9 DNA fluorescence polarization; active = well fitted inhibition curve with a large enough effect in the polarisation, with a control signal flat, not every such curve was filed as active; inconclusive = small, poorly fitted or top-dose-only effect, or effect the other way, or a change in a side signal; inactive = no such curve, though single readings can be large or run the other way; the % refers to the polarisation; also: potency is read from the fitted curve at half-maximal effect
#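 Purified MLL-CXXC (added from a 7 uM solution) was preincubated 5 min at ambient with pinned compounds in 50 mM Tris-HCl pH 7.5, 50 mM NaCl, 1 mM DTT, 0.05% BSA. Fluorescein-labeled HOX-A9 DNA (50 nM solution) followed, 30 min, then polarization read.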
# S-ASM inh: inhibitors of human secretory acid sphingomyelinase | P17405 | placental ASM, HMU-PC fluorogenic substrate, 60 min | Potency, µM (series often up to 57.5 µM), without a hit: at the top dose activity change, negative = inhibition, usual class: inhibitors | 340,000 tested, 0.006% active; also: potency is read from the fitted curve at half-maximal effect
#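 Human placenta-derived ASM enzyme was preincubated with compound for 10 minutes at room temperature, then given fluorogenic substrate HMU-PC0 (9 uM final) for 60 minutes at 37 °C; a pH 10 stop preceded fluorescence reading at Ex 386/Em 447 nm.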
# KCNH2 3.1 block: blocks the human KCNH2 3.1 channel isoform; U2OS KCNH2 3.1, thallium flux FluxOr; active compounds read low; activity change, % (tested at about 1.8 µM); 340,000 tested, 0.95% active; AID 720553;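 active = maximum activity change below -70%; inconclusive = maximum activity change from -70% to -50%; inactive = maximum activity change above -50%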;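 also: thallium influx rate constant from kinetic fluorescence after stimulation buffer; % is scaled to controls: 0 for no effect and ±100 for the full control effect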
#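 Thallium flux read-out: FluxOr dye with Red40 quencher in HBSS/HEPES, 45 min at RT. Rate constants from kinetic reads were normalized to positive and negative DMSO controls. Cells: U2OS virally expressing the 3.1 isoform.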
# TRPV1 agonist: activates the human vanilloid receptor TRPV1 | 320,000 tested, 0.19% active | Q8NER1 | activation, % at 8.33 µM | TRPV1-expressing cells, Fluo-8 calcium influx, agonist mode; in the data active = activation above about 80%; inconclusive = between about 30% and that limit; also: 0% is about no effect
#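 TRPV1-expressing cells were cultured overnight at 35.5C and loaded with Fluo-8 calcium dye for 40 to 90 min at room temperature. After a 10 s baseline, compound was added and calcium influx was read kinetically for 3 min (ex 480/em 520 nm).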
# * hit, by the source's call; ? = inconclusive; / = not tested or not shown; [ ] = another dose, or the depositor's remark. Unless noted, calls follow the shape of the dose curve; as a rule, active = well fitted curve in the direction sought with a large enough effect; inconclusive = small, poorly fitted or top-dose-only effect, or another doubt; inactive = no such curve, though single readings can be large; an effect the other way counts as inactive or inconclusive.
SMILES	A-T KAP1 phos	GALK inhibitor	KCNH2 WT inh	FBPA coupling cs	a7 integrin act	MBNL1 CUG block	CXXC DNA block	S-ASM inh	KCNH2 3.1 block	TRPV1 agonist
CCC1(c2ccc(F)cc2)NC(=O)N(CC(=O)c2ccc[nH]2)C1=O (stereo not given)	9%	-4%	9	3	13%	6%	0%	1%	7	2
CCN(CC(=O)NC1CCS(=O)(=O)C1)S(=O)(=O)c1ccc(C)c(C)c1 (stereo not given)	-2%	-1%	-1	-2	8%	/	5%	11%	5	-7
Cc1ccc(CNC(=O)c2cc(-c3ccccc3C)n(CC3CC(c4cccc([N+](=O)[O-])c4)=NO3)n2)cc1 (stereo not given)	-14%	/	1	/	9%	/	/	-2%	8	2
Cc1onc(-c2ccccc2)c1C(=O)Nc1ccc(Cl)c(S(=O)(=O)N2CCOCC2)c1	1%	/	-2	/	24%	/	/	0%	-14	9
CC1=C(C(=O)OCC(Br)(Br)Br)C(c2ccc(Br)cc2)NC(=O)N1CCCC(=O)O (stereo not given)	1%	/	/	4	/	-2%	3%	/	/	5
CC[N+]1=C(C)C(C)(C)c2cc(C)ccc21	1%	5%	-23	4	?	23%	-1%	1%	-21	1
CN(C)S(=O)(=O)c1cccc(C(=O)OCC(=O)NC2CCCc3ccccc32)c1 (stereo not given)	9%	0%	0	3	23%	-8%	3%	-1%	-9	8
CN(C(=O)Cc1c(C(=O)O)n(C)c2ccccc12)c1ccc(F)cc1	-1%	-3%	4	0	-13%	-7%	-1%	4%	21	0
COc1ccc(NS(=O)(=O)c2ccc3oc(=O)ccc3c2)cc1	-3%	4%	2	0	4%	0%	-2%	5%	5	2
COCc1c(C(=O)N/N=C/c2ccc(C)o2)nnn1-c1nonc1N	-1%	-2%	37	1	25%	?	-4%	-3%	8	-1
CN1CCN(CC(=O)Nc2c(C(=O)c3ccccc3)oc3ccccc23)CC1	-1%	0%	-101*	1	-68%[inhibitor]	?	14%	0%	-106*	-3
COc1ccc(Cl)cc1-c1nc(SCC(N)=O)n[nH]1	5%	-2%	-8	1	-8%	/	-6%	-2%	-11	1
CCn1ncc(Br)c1C(=O)N(C)C12CC3CC(CC(C3)C1)C2	5%	0%	-11	0	-17%	11%	-1%	-3%	1	23
Cc1cc2nnc(SCC(=O)Nc3cc(S(=O)(=O)N4CCOCC4)ccc3Cl)n2c2ccccc12	2%	0%	6	2	-13%	67%[activator]	1%	-5%	4	-9
COc1ccccc1N1CCN(C(=O)CSc2nnc(-c3ccoc3C)o2)CC1	6%	3%	-13	1	-46%[inhibitor]	14%	-1%	1%	0	1
COC(=O)C(C)Sc1nc2c(c(=O)[nH]c(=O)n2C)n1CCCc1ccccc1 (stereo not given)	-1%	6%	32	-1	9%	-1%	-9%	-2%	6	-4
O=[N+]([O-])c1cccc(-c2cc3ccccc3[nH]2)c1	4%	0%	-4	1	13%	11%	?	-15%	-4	5
CN(C)S(=O)(=O)c1ccc(C(=O)NNC(=O)C23CC4CC(CC(C4)C2)C3)cc1	-8%	/	-5	/	-18%	/	/	-1%	-20	/
COc1cc(C=NNc2nc3c([nH]2)c(=O)n(C)c(=O)n3C)ccc1O	/	/	-5	/	9%	/	/	6%	2	/
O=C(Nc1nnc(CCN2CCOCC2)s1)c1ccccc1	/	-1%	-1	-3	3%	8%	2%	2%	-8	6
N#Cc1ccccc1OCC(=O)NCC1(N2CCCCC2)CCCCC1	0%	1%	-25	3	4%	8%	8%	1%	13	2
COCCCNc1nc2ccccc2nc1NS(=O)(=O)c1ccc(C)c(C)c1	-31%	0%	0	2	25%	9%	-3%	37%[activator]	15	4
CCCCN(CC)C(=O)Cc1c(C(=O)O)[nH]c2ccc(Cl)cc12	0%	-2%	-7	-3	6%	-7%	4%	1%	-1	-1
CC1(C)Cc2nc(N3CCCC3)c(C#N)cc2CO1	10%	4%	-8	0	17%	/	10%	/	0	9
O=[N+]([O-])c1ccc(Cl)cc1N1CCCC1	-6%	4%	-5	-4	-21%	11%	-5%	-3%	20	3
CC(C)CNC(=O)C(=O)Nc1cc2c3c(c1)C(C)C(=O)N3CCC2 (stereo not given)	15%	0%	-17	/	9%	-2%	-7%	-6%	-2	1
CCN(CC(=O)Nc1c(F)cccc1F)C(=O)c1cccc(S(=O)(=O)N2CCCc3ccccc32)c1	/	/	1	/	-6%	/	/	-5%	-2	/
CCNC(=O)COc1cc(C)c(Br)c(C)c1	3%	1%	-4	-2	0%	0%	18%	-3%	-198*	?
Cc1cccc(C)c1-n1c(SCC(=O)Nc2ccc(C(=O)O)cc2)nnc1-c1cccc(S(=O)(=O)N(C)C)c1	1%	-2%	5	7	1%	-5%	-7%	4%	-1	-2
COc1ccc(C[C@H]2CN3C(=NC[C@@H]3Cc3ccccc3)N2C[C@H](C)NC(=O)CCC2CCCCC2)cc1	-27%	1%	/	3	/	-5%	?	/	/	10
CCOc1ccc(NC(=S)NCc2ccco2)cc1	-1%	2%	2	0	5%	-6%	-2%	0%	2	14
CCOC(=O)C(C)Oc1cccc2c(=O)n(CC(=O)Nc3ccc4c(c3)OCCO4)ccc12 (stereo not given)	18%	2%	-1	2	3%	17%	-1%	3%	16	/
CCc1ccc(NC(=O)Cn2nc(C(=O)O)c3ccccc3c2=O)cc1	-2%	1%	15	1	10%	3%	11%	-4%	-7	-1
CC1(C)Cc2c(c(N3CCOCC3)nc3sc(C#N)c(N)c23)CS1	/	-9%	-5	-2	-24%	4%	3%	143%[activator]	10	9
Cc1ccc(N(CC(O)COCc2ccco2)S(=O)(=O)c2ccc(C)cc2)cc1 (stereo not given)	-1%	-4%	10	4	-26%	-6%	2%	-9%	0	1
CCCN(C(=O)CSc1n[nH]c(-c2ccc(OC)cc2)n1)c1c(N)n(Cc2ccccc2)c(=O)[nH]c1=O	2%	/	2	/	26%	/	/	-2%	11	1
Cc1ccnc(SCCn2c(N(C)Cc3ccccc3)nc3c2c(=O)n(C)c(=O)n3C)n1	/	/	2	/	3%	/	/	-6%	-1	/
O=C(CCCc1ccccc1)NCc1ccccc1	-4%	6%	/	-19	/	2%	-8%	/	/	0
Cc1ccc(S(=O)(=O)N(C)CCCC(=O)Nc2ccc(C)cc2C)cc1	1%	2%	9	-1	-1%	/	7%	0%	-35	8
COc1cc(CNCCNC(=O)c2nonc2N)ccc1OCc1ccc(Cl)cc1	0%	-2%	4	1	-58%[inhibitor]	3%	3%	-1%	-22	-2
O=C(Nc1ccc(O)cc1C(=O)O)c1ccc(NC(=O)c2ccco2)cc1	-2%	/	-15	/	-4%	/	/	2%	-7	-1
Cc1cc(C(=O)COC(=O)c2ccccc2Br)c(C)n1CC1CCCO1 (stereo not given)	?	1%	15	-6	-6%	-7%	-1%	-3%	-15	17
COCCCn1c(=O)/c(=C\c2ccccc2OC(F)F)s/c1=C(/C#N)C(N)=O	4%	1%	11	1	11%	?	5%	8%	4	3
CCN(c1ccccc1)S(=O)(=O)c1cc(C(=O)OC2CCOC2=O)ccc1C (stereo not given)	-2%	/	-2	/	19%	/	/	-1%	12	16
CC(=O)N1CCN(Cc2nc3cc(NC(=O)COc4ccccc4)ccc3n2C)CC1	0%	0%	-3	2	-13%	-12%	21%	-1%	-3	-2
O=C(NCc1nnnn1-c1ccc(F)c(F)c1)c1ccc(S(=O)(=O)N2CCOCC2)cc1	3%	/	-12	/	9%	/	/	2%	27	-3
CC(=O)Nc1ccc(S(=O)(=O)Nc2ccc(Cl)cn2)cc1	-2%	5%	6	-1	-17%	-5%	2%	0%	-4	-4
Cn1c(CNC(=O)c2ccco2)nnc1SCC(=O)Nc1ccc(Br)cc1F	0%	/	2	0	0%	3%[11.5 µM]	8%	6%	-5	-1
Cc1cc(C)cc(NC(=O)CCC(=O)Nc2nnc(C(F)(F)F)s2)c1	7%	3%	-3	9	-2%	-1%	-1%	5%	-5	1
Cc1c(C(=O)Nc2c(C)n(C)n(-c3ccccc3)c2=O)oc2ccc(Cl)cc12	5%	-9%	-8	/	?	1%	-6%	-2%	11	-3
